Bioassay records from PubChem BioAssay.
PTAP TSG101 blk: blocks PTAP/TSG101 interaction to inhibit HIV-1 budding; Q99816; Fluorescence polarization, FITC-PTAP peptide / Tsg101 binding; Potency, µM (series often up to 115 µM), for inactives: top-dose activity change, negative = inhibition, hits mostly inhibitors; 340,000 tested, under 10 active; AID 493005; active means well fitted inhibition curve with a large enough effect in the main read-out, with a control signal flat, not every such curve was filed as active; inconclusive means small, poorly fitted or top-dose-only effect, or effect the other way, or a change in a side signal; inactive means no such curve, though single readings can be large or run the other way; further: potency means the concentration at half of the fitted maximal effect; % of control where 0% means no effect
Target sequence (Q99816 whole entry, looked up): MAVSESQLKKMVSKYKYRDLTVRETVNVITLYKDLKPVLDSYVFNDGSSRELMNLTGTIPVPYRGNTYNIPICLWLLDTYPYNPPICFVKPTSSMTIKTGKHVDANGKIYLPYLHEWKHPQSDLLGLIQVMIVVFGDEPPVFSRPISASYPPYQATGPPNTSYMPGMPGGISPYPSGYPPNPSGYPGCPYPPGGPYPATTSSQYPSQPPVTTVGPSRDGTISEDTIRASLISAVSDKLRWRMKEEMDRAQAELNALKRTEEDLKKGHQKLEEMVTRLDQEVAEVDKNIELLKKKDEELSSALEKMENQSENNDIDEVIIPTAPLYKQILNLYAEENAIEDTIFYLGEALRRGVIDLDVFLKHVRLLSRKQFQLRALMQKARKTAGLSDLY
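FP read-out: FITC-PTAP peptide, 50 nM final, binding Tsg101 binding domain, 10 uM final; 20 min, r.t.; 10 mM HEPES pH 7.5, 0.15 M NaCl, 0.01% Tween 20, 3 mM EDTA, 0.1 mM TCEP.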
A-T KAP1 phos: potential ataxia-telangiectasia treatment; Potency, µM (highest dose often 57.5 µM), without a hit: top-dose activation, most hits filed as activators; AID 485349; hit rate 0.19% among 320,000; […] A-T fibroblasts, KAP-1 phosphorylation AlphaLISA; neocarzinostatin DNA damage 30 min before lysis; further: potency means the concentration at half of the fitted maximal effect; % of control where 0% means no effect; nearly all actives have a fitted effect of over 45% in size
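hTERT-immortalized A-T patient fibroblasts ([…]), 500 cells/well in OPTI-MEM, 1% FBS, got compounds for 60 min, then NCS for 30 min at 37C. Lysates were then assayed for phospho-KAP-1 by AlphaLISA (anti-pKAP1 donor, anti-KAP1 acceptor beads), 6 hr at 25C.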
CXXC DNA block: blocks binding of human MLL CXXC domain to DNA; AID 2662; Potency, µM (series often up to 115 µM), for the others: top-dose activity change, negative = inhibition, hits mostly inhibitors; MLL-CXXC / FITC-HOXA9 DNA fluorescence polarization; hit rate 0.037% among 290,000; active means well fitted inhibition curve with a large enough effect in the polarisation, with a control signal flat, not every such curve was filed as active; inconclusive means small, poorly fitted or top-dose-only effect, or effect the other way, or a change in a side signal; inactive means no such curve, though single readings can be large or run the other way; the % refers to the polarisation; further: potency means the concentration at half of the fitted maximal effect
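Steps: dispense CXXC domain solution (7 uM) → pin compounds or unlabeled HOX-A9 DNA control → 5 min ambient → add FLSN-HOX-A9 solution (50 nM) → spin → 30 min ambient → fluorescence polarization. Tris pH 7.5/NaCl/DTT/BSA buffer.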
TRPV1 ag: human TRPV1 agonism; Q8NER1; TRPV1-expressing cells, Fluo-8 calcium influx, agonist mode; activation, % at 8.33 µM; hit rate 0.19% among 320,000; in the data active means activation above about 80%; inconclusive means between about 30% and that limit; further: 0% is about no effect
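Cells expressing TRPV1 were dye-loaded with Fluo-8 and read kinetically: 10 s baseline, 3 min after compound (agonist portion), then 2 min after EC20 capsaicin (allosteric enhancer portion). Calcium-bound dye fluorescence at 480/520 nm.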
BRCA1 expr up: activators of BRCA1 expression. MCF7-BRCA1-FFLuc reporter, luminescence, 48 h; response scale: scaled: vehicle 0%, 10 µM genistein 100%. Potency, µM (titrated, usually from 46.1 µM), for inactives: at the top dose activation, hits mostly activators. hit rate 1.1% among 380,000. AID 624202; further: potency means the concentration at half of the fitted maximal effect; nearly all actives have a fitted effect of over 80% in size; some results filed as inactive show a strong effect at the top dose
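Compounds are tested at multiple concentrations on MCF7 BRCA1-luciferase reporter cells seeded at 2000 per well; after 48 h, a single luminescence end-point is taken and curves fitted to the normalized data.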
ELG1 DNA repair: blocks ELG1-dependent DNA repair in HEK293T cells. Potency, µM (titrated, usually from 46.1 µM), for the others: top-dose activity change, negative = inhibition, hits mostly inhibitors. HEK293T ELG1-luciferase reporter, luminescence, 16 h; DNA damage induced by 5-fluorouridine. AID 504467. hit rate 2.3% among 330,000; further: potency means the concentration at half of the fitted maximal effect; on the % scale 0 is the no-effect control and ±100 the full control effect; nearly all actives have a fitted effect of over 55% in size
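5-Fluorouridine DNA damage + compound/DMSO, 2,000 cells/well, 16 h, 37 °C/5% CO2. ONE-Glo, 30 min RT, luminescence. Readout = decrease in reporter signal.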
B2AR arrestin: agonists driving beta-arrestin recruitment to human beta2-adrenergic receptor; AID 492947; beta-arrestin recruitment to beta2AR, cell-based reporter; hit rate 0.02% among 330,000; Potency, µM (series often up to 46.1 µM), for inactives: at the top dose activation, actives largely listed as activators;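 further: potency means the concentration at half of the fitted maximal effect; 0% = DMSO controls and full agonism = EC100 isoproterenol or metaproterenol; nearly all actives have a fitted effect of over 65% in size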
Target sequence (P07550 whole entry, looked up): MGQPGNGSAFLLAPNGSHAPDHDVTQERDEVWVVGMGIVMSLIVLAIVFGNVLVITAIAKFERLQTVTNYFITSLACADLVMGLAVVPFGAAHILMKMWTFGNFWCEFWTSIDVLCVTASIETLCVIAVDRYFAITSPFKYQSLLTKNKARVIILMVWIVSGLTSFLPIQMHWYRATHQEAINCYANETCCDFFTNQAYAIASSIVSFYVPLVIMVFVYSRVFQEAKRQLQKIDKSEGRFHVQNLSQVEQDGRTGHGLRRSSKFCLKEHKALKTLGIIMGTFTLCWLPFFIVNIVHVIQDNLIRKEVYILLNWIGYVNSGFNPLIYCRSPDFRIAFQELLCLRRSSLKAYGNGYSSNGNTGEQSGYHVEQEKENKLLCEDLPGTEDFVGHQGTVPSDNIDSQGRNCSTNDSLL
p53 reactivator: mutant p53 re-activation in reporter cells | H1299 p53-A138V BP100-luciferase reporter, luminescence, 24 h | hit rate 0.063% among 320,000 | Potency, µM (titrated, usually from 92.2 µM), without a hit: at the highest dose activity change, positive = activation, hits mostly activators; further: potency means the concentration at half of the fitted maximal effect; % of control where 0% means no effect; nearly all actives have a fitted effect of over 45% in size
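H1299 (p53-null), stable ts p53-A138V + BP100-Luc; 1000 cells/well, Opti-MEM/10% FBS; cpd 4 pt, 1:5; 24 h, 37 deg C, 5% CO2; detection reagent 10 min RT; luminescence.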
TCR activator: activates T cell receptor signaling; 330,000 tested, under 10 active; Potency, µM (top dose mostly 9.22 µM), for the others: at the highest dose activation of IL-2 secretion, hits mostly activators; primary human leukocytes, anti-CD3, IL-2 HTRF, 48 h; AID 504894; further: % of control where 0% means no effect
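Human primary leukocytes + a-CD3 beads + cpd, 48 hr; IL-2 in supernatant by HTRF (ex 320nm / em 665nm). No co-stimulatory signal supplied.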
Integrin act MD: integrin-mediated muscular dystrophy alleviation activation; hit rate 0.064% among 350,000; Potency, µM (highest dose often 38.3 µM), without a hit: at the highest dose activation, hits mostly activators; alpha7betagal myoblasts, beta-gal FDG fluorescence, 48 h;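 further: potency means the concentration at half of the fitted maximal effect; 100% = response of the positive control SU9516; nearly all actives have a fitted effect of over 60% in size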
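Alpha7betagal+/- myoblasts (passage 13) were plated 16-24 hr, then exposed to compounds (1:260 dilution of DMSO stock) for 48 hours at 37C. After MPER lysis, β-galactosidase reporter activity was read as FDG fluorescence (ex 480/em 540) after 30 minutes.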
An asterisk follows results filed as active; ? = inconclusive; · = no result given; [ ] = another dose, or the depositor's remark. Unless noted, the call rests on the fitted dose curve; in most records, active means well fitted curve in the direction sought with a large enough effect; inconclusive means small, poorly fitted or top-dose-only effect, or another doubt; inactive means no such curve, though single readings can be large; an effect the other way counts as inactive or inconclusive.

Every second line gives: B2AR arrestin	TRPV1 ag	PTAP TSG101 blk	p53 reactivator	TCR activator	BRCA1 expr up	A-T KAP1 phos	Integrin act MD	ELG1 DNA repair	CXXC DNA block
- O=C(NCc1cccs1)C1CCN(S(=O)(=O)c2ccc(Cl)cc2)CC1
    -0.5%	11	2%	-2%	6%	-13%	7%	-8%	8%	0%
- CC(=O)NC(Cc1ccc(O)cc1)C(=O)NN (stereo not given)
    0.2%	1	0%	8%	-12%	-4%	1%	11%	?	-1%
- Cc1nc([N+](=O)[O-])cn1CC(=O)NCCCO
    -0.3%	2	2%	-2%	-1%[46.1 µM]	1%	-5%	17%	-12%	8%
- O=C(NN1C(=O)C2C3C=CC(C3)C2C1=O)C(O)c1ccccc1 (stereo not given)
    -0.1%	10	1%	-2%	0%	-5%	-6%	6%	0%	-1%
- CCOC(=O)C1=C(N)Oc2cc(C)[nH]c(=O)c2C1c1ccncc1 (stereo not given)
    -0.2%	3	-3%	-2%	1%	-1%	-1%	4%	18%	-3%
- Cc1ccccc1NC(=S)NCCO
    0.1%	1	-1%	?	-4%	1%	3%	-23%	2%	4%
- CC(=O)c1ccc(N2CCN(C(=O)COc3ccc(F)cc3)CC2)c(F)c1
    -1.0%	13	0%	-1%	-21%	-15%	3%	0%	?	-11%
- O=C(CC(=O)c1ccccc1O)c1ccc(F)cc1
    0.0%	?	-5%	?	-4%	-14%	·	-12%	?	66%[activator]
- COc1ccccc1NC(=O)c1cc(S(=O)(=O)NC2CCCC2)ccc1F
    0.1%	-1	-12%	-2%	-15%	-19%	-15%	20%	?	11%
- CCOC(=O)N1CCN(C(=O)C2CCCN(S(=O)(=O)c3ccc(OCC)cc3)C2)CC1 (stereo not given)
    1.1%	0	-3%	-7%	7%	-33%	12%	-13%	?	2%
- COc1ccc(NC(=O)COC(=O)CCc2ccccc2)c(OC)c1
    -0.2%	2	-3%	12%	4%	2%	3%	-20%	?	1%
- COc1ccc(N2CCN(C(=O)COC(=O)[C@@H](NC(=O)OCc3ccccc3)C(C)C)CC2)cc1
    ·	·	-2%	·	-11%	-13%	·	6%	·	·
- COc1c(OC(C)=O)ccc(/C=N\NC(=O)c2ccc(Br)cc2)c1[N+](=O)[O-]
    -0.6%	3	-5%	-1%	-1%	1%	9%	12%	?	-4%
- CCN(CC)C(=O)CSc1nnc(-c2cccnc2)n1Cc1ccccc1
    0.6%	-2	-4%	0%	0%	2%	-4%	-25%	2%	17%
- CCO[C@H]1OC(C(=O)O)=C[C@@H](c2ccccc2)[C@@H]1CCCO
    ·	·	1%	·	6%	-1%	·	-7%	·	·
- Cc1ccc(-n2c(SCC(=O)N3CCC(C(=O)O)CC3)nc3ccccc3c2=O)cc1C
    0.5%	1	-8%	?	3%	4.5µM*	1%	31%	?	-7%
- O=[N+]([O-])c1cc(-c2ccc(/C=N\n3cnnc3)o2)cc([N+](=O)[O-])c1
    -1.2%	-2	-5%	0%	2%	-12%	0%	0%	8%	-25%
- Cc1cc(OCC(=O)NCCc2cccc(F)c2)c2c(C)cc(=O)oc2c1
    0.0%	-4	-5%	-9%	0%	0%	13%	?	25%	6%
- CCOc1ccc(CNC(=O)Cn2ccc3cc(S(=O)(=O)N4CCCC4)ccc32)cc1
    -0.3%	5	-4%	3%	2%	2%	0%	-21%	-12%	5%
- C=C(C)CSc1nnc([C@@H](NC(=O)OC(C)(C)C)C(C)CC)o1 (stereo not given in full)
    -1.4%	?	0%	-5%	-2%	-27%	4%	?	?	-8%

Part of the list above, bar-delimited.
SMILES | B2AR arrestin | TRPV1 ag | PTAP TSG101 blk | p53 reactivator | TCR activator | BRCA1 expr up | A-T KAP1 phos | Integrin act MD | ELG1 DNA repair | CXXC DNA block
COc1c(OC(C)=O)ccc(/C=N\NC(=O)c2ccc(Br)cc2)c1[N+](=O)[O-] | -0.6% | 3 | -5% | -1% | -1% | 1% | 9% | 12% | ? | -4%
O=C(NCc1cccs1)C1CCN(S(=O)(=O)c2ccc(Cl)cc2)CC1 | -0.5% | 11 | 2% | -2% | 6% | -13% | 7% | -8% | 8% | 0%

(more compounds)
Every second line gives: B2AR arrestin	TRPV1 ag	PTAP TSG101 blk	p53 reactivator	TCR activator	BRCA1 expr up	A-T KAP1 phos	Integrin act MD	ELG1 DNA repair	CXXC DNA block
- COc1ccc(CCNC(=O)c2c(O)c3cccc4c3n(c2=O)CC4)cc1OC
    -0.1%	5	-2%	2%	5%	-8%	7%	-12%	8%	1%
- CCOc1ccccc1NC1c2ccccc2C(=O)N1Cc1ccco1 (stereo not given)
    0.5%	?	-5%	-5%	11%	-12%	6%	0%	-2%	-10%
- O=C(NC1CCCC1)C(c1ccc(Cl)cc1)N(Cc1ccc(F)cc1)C(=O)CCl (stereo not given)
    0.0%	2	-1%	-1%	3%	-55%	8%	-22%	-2%	-1%
- Cc1ccc(-n2nc3c(c2NC(=O)C(C)(C)C)CSC3)c(C)c1
    -0.2%	8	-10%	11%	0%	-2%	0%	51%	-1%	18%
- NC(=O)NC(=O)COC(=O)c1cccc(NS(=O)(=O)/C=C/c2ccccc2)c1
    0.0%	0	1%	16%	1%	6%	1%	-13%	?	?
- Cn1cc(CNC(=O)/C=C/c2ccc(Cl)cc2)cn1
    13%	?	3%	5%	-1%[46.1 µM]	4%	3%	6%	3%	-2%
- Nc1cc(N)nc(SCC(=O)NCC(=O)Nc2ccc(F)c(F)c2F)n1
    -1.3%	·	0%	0%	-5%[46.1 µM]	-4%	-9%	-26%	26%	·
- Cn1cc(/C=N\NC(=O)c2cccs2)c2ccccc21
    0.0%	1	-1%	20%	1%	?	0%	1%	?	2%
- COc1ccccc1-n1c(SCC(=O)NCc2ccc3c(c2)OCO3)nc2cc([N+](=O)[O-])ccc21
    -0.4%	?	0%	-11%	0%[46.1 µM]	-42%	15%	-12%	?	9%
- COc1cc2c(cc1OC)-c1nncn1C(C)(C)C2
    0.0%	1	-1%	12%	1%	-3%	12%	-2%	13%	17%
- Cn1ncc(C(=O)N=S(C)(=O)c2ccccc2)c1[N+](=O)[O-] (stereo not given)
    0.0%	1	2%	2%	-1%	0%	-1%	-21%	-5%	-1%
- O=C(NCCc1ccccn1)c1nc(Cn2ccc([N+](=O)[O-])n2)no1
    0.3%	11	0%	9%	7%	-3%	3%	30%	4%	-7%
- NC(=O)NCCCC(NC(=O)c1ccc(C#CC2(O)CCCCC2)cc1)C(=O)O (stereo not given)
    -0.8%	-7	-1%	-1%	0%	5%	-1%	?	-2%	-1%
- COc1ccc(NC(=O)Cn2nnc(C(=O)NCc3ccccc3)c2N)cc1Cl
    0.0%	10	-3%	-1%	-7%	-1%	4%	16%	3%	40%[activator]
- COc1ccccc1N1CCN(/N=C/c2ccccc2C(=O)O)CC1
    -0.2%	-1	-6%	26%	-6%	29%	2%	6%	-1%	0%
- CCn1cc(C(=O)O)c(=O)c2cc(F)c(N3CCN(C(=S)NC(=O)c4cc(OC)cc(OC)c4)CC3)cc21
    -0.3%	1	0%	6%	0%	-2%	-4%	32%	?	12%
- Cc1cc(NC(=O)CSc2nc(-c3cccnc3)ccc2C#N)no1
    0.3%	0	-6%	-3%	-7%	-1%	3%	11%	?	-6%
- CCCc1nnc(NC(=O)Nc2ccc(OC)cc2)s1
    0.1%	0	0%	9%	5%	77%	-2%	-15%	?	8%
- Cc1ccc(SCC(=O)N2N=CCC2c2ccccc2)cc1 (stereo not given)
    0.0%	7	0%	10%	-3%	44%	6%	23%	-3%	15%
- Cc1ccc(C(=O)c2ccccc2C(=O)Nc2ccccc2)cc1
    0.2%	3	·	-5%	-13%	-4%	6%	-8%	-2%	·
- CC(C)(C)NC(=O)CN(Cc1ccc2c(c1)OCO2)C(=O)CNC(=O)c1cccs1
    -0.1%	-1	·	-5%	·	·	-1%	·	-19%	1%
- COc1ccc(-c2ccc3c(c2)O/C(=C\c2ccsc2)C3=O)cn1
    -0.1%	·	·	2%	-4%	21%	0%	-14%	?	·
- Cc1ccccc1Cn1nc(C)c(NC(=O)c2noc3c2CC(C(C)(C)C)CC3)c1C (stereo not given)
    -1.2%	2	-9%	-10%	-1%	-47%	-2%	36%	?	8%
- COc1ccc(C2C=C(C34CC5CC(CC(C5)C3)C4)NC(=S)N2)cc1 (stereo not given)
    -0.6%	1	-4%	5%	8%[46.1 µM]	3%	4%	-5%	1%	6%
- CCOc1cc(CNC2CCCC2)cc(Cl)c1OCc1ccc(F)cc1
    -0.3%	2	-2%	-23%	·	-42%	3%	-66%[inhibitor]	4%	?
- Cc1c(NC(=O)C2CCCN(S(=O)(=O)c3cnc[nH]3)C2)c(=O)n(-c2ccccc2)n1C (stereo not given)
    0.1%	-2	0%	0%	-3%	1%	5%	-23%	2%	-11%
